Screening results: PubChem, National Center for Advancing Translational Sciences (NCATS)
PI5P4K alpha inh: inhibitors of human PI5P4K alpha; P48426; PI5P4Kalpha enzyme, ADP-Glo luminescence, 60 min; active compounds read low; max response, %; 330,000 tested, 1.2% active; AID 652105; active = max response of -50% or lower; inconclusive = between -30% and -50%; inactive = -30% or higher; also: value at the top dose of about 77 µM; % is scaled to controls: 0 for no effect and ±100 for the full control effect
Target sequence (P48426 whole entry, looked up): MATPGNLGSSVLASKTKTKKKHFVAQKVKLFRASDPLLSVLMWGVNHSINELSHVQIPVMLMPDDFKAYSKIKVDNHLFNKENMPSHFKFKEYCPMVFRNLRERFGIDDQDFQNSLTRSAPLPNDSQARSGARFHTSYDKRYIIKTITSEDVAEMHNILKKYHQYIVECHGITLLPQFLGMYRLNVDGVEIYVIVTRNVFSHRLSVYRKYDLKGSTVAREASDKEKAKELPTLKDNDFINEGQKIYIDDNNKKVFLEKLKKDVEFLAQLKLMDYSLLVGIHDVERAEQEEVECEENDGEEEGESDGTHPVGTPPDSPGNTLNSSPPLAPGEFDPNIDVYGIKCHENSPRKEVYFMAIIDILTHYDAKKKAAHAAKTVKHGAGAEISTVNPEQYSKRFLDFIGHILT
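Compounds were pin-transferred onto PI5P4Kalpha and substrate in HEPES pH 7.4 buffer with EGTA, CHAPS and 5% DMSO. ATP (5 microM final) started the reaction, which ran 60 minutes at room temperature before ADP-Glo detection.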
EPAC2 agonist: activates human EPAC2 exchange factor | Potency, µM (series often up to 154 µM), for the others: at the highest dose activation, hits mostly activators | Q8WZA2 | EPAC2 activation, biochemical qHTS; response scale: 100% = 6.5 mM cAMP response | 360,000 tested, 0.079% active; also: potency is read from the fitted curve at half-maximal effect; nearly all actives have a fitted effect of over 50% in size
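Exchange assay: 100 nM EPAC2 with 250 nM Rap1B-BODIPY-GDP and 50 uM GDP. Fluorescence (ex 480/em 540 nm) read every 5 min for 30 min at room temperature. Data normalized to 6.5 mM cAMP as agonist control.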
EPAC1 antag: blocks human EPAC1 exchange factor; O95398; EPAC1 GEF assay, Rap1b-BODIPY-GDP exchange fluorescence; Potency, µM (titrated, usually from 115 µM), for the others: at the highest dose activity change, negative = inhibition, most hits filed as inhibitors; 360,000 tested, 0.14% active;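 also: potency is read from the fitted curve at half-maximal effect; plate controls were vehicle for no effect and positive control for full effect; nearly all actives have a fitted effect of over 50% in size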
PLK1 PBD inh: blocks phosphopeptide binding to human PLK1 polo-box domain; P53350; Plk1 PBD binding of FITC phosphopeptide, fluorescence polarization; Potency, µM, inactives show max response, negative = inhibition, hits mostly inhibitors; 360,000 tested, 2.8% active; AID 720504; also: potency is read from the fitted curve at half-maximal effect; series mostly up to about 57 µM; % is scaled to controls: 0 for no effect and ±100 for the full control effect; nearly all actives have a fitted effect of over 65% in size
Target sequence (P53350 whole entry, looked up, the tested form may be a part): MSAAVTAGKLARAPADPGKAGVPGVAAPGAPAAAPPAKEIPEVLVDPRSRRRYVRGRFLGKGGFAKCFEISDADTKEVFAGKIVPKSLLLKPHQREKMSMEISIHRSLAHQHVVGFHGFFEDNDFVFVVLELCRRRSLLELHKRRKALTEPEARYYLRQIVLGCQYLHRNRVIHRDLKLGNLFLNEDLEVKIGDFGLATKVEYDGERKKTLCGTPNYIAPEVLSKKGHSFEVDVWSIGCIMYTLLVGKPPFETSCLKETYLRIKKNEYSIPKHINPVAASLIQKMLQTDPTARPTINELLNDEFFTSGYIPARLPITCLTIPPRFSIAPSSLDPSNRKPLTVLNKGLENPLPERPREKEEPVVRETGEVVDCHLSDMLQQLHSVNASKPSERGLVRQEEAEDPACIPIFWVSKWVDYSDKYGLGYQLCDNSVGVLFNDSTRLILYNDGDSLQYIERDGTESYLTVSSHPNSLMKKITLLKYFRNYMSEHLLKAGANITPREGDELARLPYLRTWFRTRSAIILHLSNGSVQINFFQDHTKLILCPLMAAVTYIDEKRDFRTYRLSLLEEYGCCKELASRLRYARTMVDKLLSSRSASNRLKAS
IL2 activator: activators of IL-2; IL-2 activation reporter assay, cell-based qHTS; stimulated with anti-CD3/CD4/CD28 beads; in transgenic mouse T cells; AID 652025; activation, % (series mostly up to about 46 µM); 360,000 tested, 0.065% active; in the data active = activation above about 50%; inconclusive = mostly about 30% to 49%; also: 0% is about no effect
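Screening format: compound pinned onto unstimulated transgenic mouse T cells, 60 min incubation, then anti-CD3/anti-CD4/anti-CD28 bead stimulation for 18 hours at 37 degrees C, followed by EGFP and DsRed detection.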
EPAC1 ag: EPAC1 (human) agonism | EPAC1 agonist qHTS, biochemical assay; response scale: 100% = response to 6.5 mM cAMP | Potency, µM (titrated, usually from 154 µM), inactives show at the highest dose activation, actives largely listed as activators | 360,000 tested, 0.073% active; also: potency is read from the fitted curve at half-maximal effect; nearly all actives have a fitted effect of over 60% in size
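EPAC1 100 nM, Rap1B–BODIPY-GDP 250 nM, unlabeled GDP 50 uM; compound titration; 5 min RT; kinetic read ex480/em540 at 5-min intervals ×30 min; data normalized to 6.5 mM cAMP agonist control.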
CCT modulator: changes cytosolic chaperonin activity; 360,000 tested, 0.3% active; purified chaperonin ATPase assay, HTRF ADP detection, 30 min; activity change, % (no concentration beside the values), hits read low; in the data active = activity change below about -30%; also: % is scaled to controls: 0 for no effect and ±100 for the full control effect
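Nucleotide hydrolysis assay: TRiC at 20–40 nM final (set by batch activity) with 10 uM ATP, 30 min at 37 °C, in presence of 76 uM compound. Detection by competitive ADP HTRF, 30 min ambient.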
WRN inhibitor: blocks human WRN helicase; WRN helicase unwinding, fluorescent forked duplex, kinetic; Potency, µM (highest dose often 114 µM), without a hit: top-dose activity change, negative = inhibition, usual class: inhibitors; 360,000 tested, 0.46% active; AID 651768; also: potency is read from the fitted curve at half-maximal effect; % is scaled to controls: 0 for no effect and ±100 for the full control effect; nearly all actives have a fitted effect of over 55% in size
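Kinetic red-fluorescence monitoring (525/598 nm) tracks WRN helicase activity after 100 nM fluorophore-quencher forked duplex and 2 mM ATP are added to 20 nM enzyme pretreated 15 min at room temperature with compound.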
Numbers without * were called inactive. Unless noted, calls follow the shape of the dose curve; as a rule, active = well fitted curve in the direction sought with a large enough effect; inconclusive = small, poorly fitted or top-dose-only effect, or another doubt; inactive = no such curve, though single readings can be large; an effect the other way counts as inactive or inconclusive.

COc1cc(C(=O)NCCOc2cc(C)ccc2C(C)C)cc(OC)c1OC was read as PI5P4K alpha inh 4.6, EPAC2 agonist 6.9%, EPAC1 antag -4.8%, PLK1 PBD inh -6.5%, IL2 activator -0.5, EPAC1 ag 4.3%, CCT modulator 1.0 and WRN inhibitor 2.3%.
`CCCN(CCC)CC(O)Cn1cc(/C=C/C(=O)c2ccccc2)c2ccccc21` (stereo unspecified) gave PI5P4K alpha inh 13.4, EPAC2 agonist 2.5%, EPAC1 antag -11.5%, PLK1 PBD inh 10.8%, IL2 activator -0.7, EPAC1 ag 2.3%, CCT modulator 0.4 and WRN inhibitor -3.1%.
O=C1c2cccnc2C(O)N1Cc1ccco1 (stereo unspecified) was read as PI5P4K alpha inh 12.4, EPAC2 agonist 10.7%, EPAC1 antag -27.8%, PLK1 PBD inh -15.7%, IL2 activator -0.3, EPAC1 ag 13.0%, CCT modulator -1.3 and WRN inhibitor -2.4%.
For O=C(c1cn(CC(=O)N2CCCC2)c2ccccc12)C1CCCCC1 the results were PI5P4K alpha inh 4.6, EPAC2 agonist -0.7%, EPAC1 antag -13.5%, PLK1 PBD inh -2.9%, IL2 activator 1.6, EPAC1 ag 0.0%, CCT modulator -1.6 and WRN inhibitor -0.9%.
For [O-]/C(=C(\C(=S)Nc1cccc2ccccc12)[n+]1ccccc1)c1cccs1 the results were PI5P4K alpha inh -16.4, EPAC2 agonist 9.2%, EPAC1 antag -11.9%, PLK1 PBD inh -20.1%, IL2 activator -2.9, EPAC1 ag 0.5%, CCT modulator -1.0 and WRN inhibitor -1.2%.
`COc1cccc(NC(=O)NCc2ccc(F)cc2)c1` gave PI5P4K alpha inh -4.9, EPAC2 agonist 8.6%, EPAC1 antag -1.6%, PLK1 PBD inh -6.6%, IL2 activator -0.6, EPAC1 ag 5.8%, CCT modulator -0.2 and WRN inhibitor -3.6%.
CCCOc1ccc2c(=O)c(N3C(=O)c4ccccc4C3=O)c(C)oc2c1 was read as EPAC2 agonist 3.4%, EPAC1 antag 2.3%, PLK1 PBD inh -6.4%, IL2 activator -2.8, EPAC1 ag 13.0%, CCT modulator -1.6 and WRN inhibitor 5.9%.
Screening CCCCSc1nnc(-c2ccc(NC(=O)CCc3ccccc3)cc2)n1C returned EPAC2 agonist 5.8%, EPAC1 antag -1.2%, PLK1 PBD inh -8.7%, IL2 activator -2.5, EPAC1 ag 5.6%, CCT modulator 0.2 and WRN inhibitor 11.4%.
Screening COc1ccc(CCNC(=O)c2ccc(Cl)cc2)cc1OC returned PI5P4K alpha inh 1.3, EPAC2 agonist 6.5%, EPAC1 antag -16.0%, PLK1 PBD inh -6.8%, IL2 activator -0.2, EPAC1 ag -3.3%, CCT modulator -0.3 and WRN inhibitor 5.3%.
O=c1c2ccccc2n(Cc2cccc(F)c2)c(=O)n1C1CCCC1 was read as PI5P4K alpha inh -0.1, EPAC2 agonist 13.3%, EPAC1 antag 6.0%, PLK1 PBD inh 1.2%, IL2 activator 0.3, EPAC1 ag 6.2%, CCT modulator 2.4 and WRN inhibitor -3.5%.

Continued, starting with the last 3 of the part before.
Screening CCCCSc1nnc(-c2ccc(NC(=O)CCc3ccccc3)cc2)n1C returned EPAC2 agonist 5.8%, EPAC1 antag -1.2%, PLK1 PBD inh -8.7%, IL2 activator -2.5, EPAC1 ag 5.6%, CCT modulator 0.2 and WRN inhibitor 11.4%.
Screening COc1ccc(CCNC(=O)c2ccc(Cl)cc2)cc1OC returned PI5P4K alpha inh 1.3, EPAC2 agonist 6.5%, EPAC1 antag -16.0%, PLK1 PBD inh -6.8%, IL2 activator -0.2, EPAC1 ag -3.3%, CCT modulator -0.3 and WRN inhibitor 5.3%.
O=c1c2ccccc2n(Cc2cccc(F)c2)c(=O)n1C1CCCC1 was read as PI5P4K alpha inh -0.1, EPAC2 agonist 13.3%, EPAC1 antag 6.0%, PLK1 PBD inh 1.2%, IL2 activator 0.3, EPAC1 ag 6.2%, CCT modulator 2.4 and WRN inhibitor -3.5%.
O=C(OCc1csc(-c2ccccc2)n1)c1cccs1 was read as PI5P4K alpha inh -1.4, EPAC2 agonist 1.3%, EPAC1 antag -5.2%, PLK1 PBD inh -13.8%, IL2 activator 0.2, EPAC1 ag 9.2%, CCT modulator -4.2 and WRN inhibitor 3.9%.
Screening COc1cc([C@H]2c3[nH]c4ccccc4c3C[C@H]3C(=O)N4[C@@H](c5cc(OC)c(OC)c(OC)c5)c5[nH]c6ccccc6c5C[C@H]4C(=O)N23)cc(OC)c1OC returned PI5P4K alpha inh -0.1, EPAC2 agonist -2.5%, EPAC1 antag -9.0%, PLK1 PBD inh -1.2%, IL2 activator -0.2, EPAC1 ag -20.7%, CCT modulator 0.1 and WRN inhibitor 3.6%.
`CC(=O)N1CCSc2ccc(S(=O)(=O)NCCc3cccc(C)c3)cc21` gave PI5P4K alpha inh 3.0, EPAC2 agonist 2.2%, EPAC1 antag -0.8%, PLK1 PBD inh -8.2%, IL2 activator -2.0, EPAC1 ag -5.5%, CCT modulator 1.5 and WRN inhibitor -1.3%.
For CCC(c1nc2ccccc2[nH]1)N(C(=O)C1=NNC(=O)CC1)c1ccccc1 (stereo unspecified) the results were PI5P4K alpha inh -0.5, EPAC2 agonist 0.1%, EPAC1 antag 11.9%, PLK1 PBD inh 2.4%, IL2 activator -0.4, EPAC1 ag 7.5%, CCT modulator 0.8 and WRN inhibitor -0.5%.
Screening CCC(C(=O)Nc1c(C)cccc1C)n1c(-c2ccc(=O)[nH]c2)nc2ccccc21 (stereo unspecified) returned PI5P4K alpha inh 5.5, EPAC2 agonist 5.8%, EPAC1 antag 10.1%, PLK1 PBD inh -6.9%, IL2 activator 1.1, EPAC1 ag 8.6% and WRN inhibitor -2.9%.
For O=C(N/N=C/c1ccncc1)c1cccs1 the results were PI5P4K alpha inh -0.8, EPAC2 agonist 6.7%, EPAC1 antag 5.2%, PLK1 PBD inh -2.1%, IL2 activator -3.8, EPAC1 ag 6.1%, CCT modulator -4.4 and WRN inhibitor -1.0%.
For COc1ccc(C(O)c2nc(-c3cccc(O)c3)cs2)cc1 (stereo unspecified) the results were PI5P4K alpha inh -9.1, EPAC2 agonist 13.0%, EPAC1 antag -9.7%, PLK1 PBD inh -6.7%, IL2 activator 0.9, EPAC1 ag -6.5%, CCT modulator 0.3 and WRN inhibitor -12.4%.
`N#C/C(=C\c1ccc(OCCN2CCOCC2)cc1)C(=O)Nc1ccccc1` gave PI5P4K alpha inh -0.7, EPAC2 agonist 4.9%, EPAC1 antag -11.6%, PLK1 PBD inh -10.6%, IL2 activator 1.0, EPAC1 ag -10.1%, CCT modulator 0.1 and WRN inhibitor -21.2%.
CCn1c(SCC(=O)NCCOC)nc2sc3c(c2c1=O)CCCC3 was read as EPAC2 agonist 2.2%, EPAC1 antag -2.5%, PLK1 PBD inh -8.2%, IL2 activator 1.0, EPAC1 ag -1.5%, CCT modulator -20.0 and WRN inhibitor -0.9%.
For COc1ccc(OC)c(NC(=O)COC(=O)CC2CCCCC2)c1 the results were PI5P4K alpha inh 11.3, EPAC2 agonist 13.9%, EPAC1 antag -2.0%, PLK1 PBD inh 4.9%, IL2 activator -2.5, EPAC1 ag 0.2%, CCT modulator 1.1 and WRN inhibitor -8.0%.
Cc1[nH]n(-c2ccccc2)c(=O)c1/C=N/NC(=O)COc1ccccc1[N+](=O)[O-] was read as PI5P4K alpha inh -19.0, EPAC2 agonist 5.7%, EPAC1 antag -15.5%, PLK1 PBD inh -12.5%, IL2 activator 0.3, EPAC1 ag 9.9%, CCT modulator -2.1 and WRN inhibitor -9.2%.
Screening CC(=O)c1ccc(NC(=O)NC2CCCc3ccccc32)cc1 (stereo unspecified) returned PI5P4K alpha inh -4.9, EPAC2 agonist 14.0%, EPAC1 antag 11.3%, PLK1 PBD inh -12.9%, IL2 activator -2.9, EPAC1 ag 1.4%, CCT modulator -1.7 and WRN inhibitor 6.2%.
Screening COc1ccc(NC(=O)CN2C(=O)C(C)Oc3ccccc32)c(OC)c1 (stereo unspecified) returned EPAC2 agonist 1.1%, EPAC1 antag 1.6%, PLK1 PBD inh -7.6%, IL2 activator -0.7, EPAC1 ag 0.3%, CCT modulator -3.0 and WRN inhibitor -6.2%.
Screening CCCCn1c(SCC(=O)NCCOC)nc2ccc(N3CCOCC3)cc2c1=O returned PI5P4K alpha inh -6.6, EPAC2 agonist 2.6%, EPAC1 antag 3.0%, PLK1 PBD inh -6.2%, IL2 activator 1.6, EPAC1 ag 3.6%, CCT modulator -3.9 and WRN inhibitor -6.3%.
For CCC1(C)Cc2c(sc3nc(SC)[nH]c(=S)c23)CO1 (stereo unspecified) the results were PI5P4K alpha inh -0.8, EPAC2 agonist -5.8%, EPAC1 antag 16.3%, PLK1 PBD inh inconclusive, IL2 activator 0.2, EPAC1 ag 1.8%, CCT modulator -0.5 and WRN inhibitor -5.2%.
`COc1ccccc1CNC(=O)[C@H](C)NC(=O)C1CCN(C(=O)[C@@H](N)CCSC)CC1` gave PI5P4K alpha inh 1.2, EPAC2 agonist 3.7%, EPAC1 antag 5.7%, PLK1 PBD inh -4.4%, IL2 activator 0.4, EPAC1 ag -17.6%, CCT modulator 0.2 and WRN inhibitor 2.1%.
For Cn1c(=O)c2c(nc(NCc3ccco3)n2Cc2ccc(Cl)cc2Cl)n(C)c1=O the results were PI5P4K alpha inh -1.1, EPAC2 agonist 8.5%, EPAC1 antag -8.9%, PLK1 PBD inh -4.3%, IL2 activator 14.8, EPAC1 ag 0.0%, CCT modulator -1.3 and WRN inhibitor -5.2%.
`Nc1ccc(CNc2ncn[nH]2)cc1` gave PI5P4K alpha inh -7.8, EPAC2 agonist 5.0%, EPAC1 antag 4.9%, PLK1 PBD inh 23.8µM*, IL2 activator -1.2, EPAC1 ag -3.9%, CCT modulator -2.5 and WRN inhibitor 3.3%.
Screening O=C(NCCCN1CCOCC1)c1onc(CSc2ccc(F)c(F)c2)c1C(=O)NCCCN1CCOCC1 returned PI5P4K alpha inh -9.1, EPAC2 agonist 11.4%, EPAC1 antag 0.2%, PLK1 PBD inh -11.7%, IL2 activator 0.1, EPAC1 ag -6.0%, CCT modulator -2.2 and WRN inhibitor 2.5%.
Screening c1ccc2c(-c3nc4ncccc4o3)cccc2c1 returned PI5P4K alpha inh 2.2, EPAC2 agonist 4.6%, EPAC1 antag -1.5%, PLK1 PBD inh -6.5%, IL2 activator 0.1, EPAC1 ag 7.7%, CCT modulator -0.1 and WRN inhibitor -1.2%.

These rows are one share of the data, so the mix of outcomes need not match the whole.
